Source: PubChem
RTF Ca sens inh: cardiac RTF calcium desensitization; IANBD-labeled cardiac RTF, Ca2+ fluorescence; inhibition, % at 7.15 µM; 340,000 compounds, 0.12% hits;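 active means inhibition above the mean inhibition of all tested compounds plus 3 SD, cut at about 17% in these data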;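 further: assay run at fixed EC70 calcium of 1.6 mM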
PfHsp90 yeast 2: growth inhibition of yeast expressing Plasmodium Hsp90 | S. cerevisiae expressing PfHsp90, BacTiter-Glo ATP, 48 h; yeast lacking PDR1 and PDR3 efflux regulators | 310,000 compounds, 0.32% hits | inhibition, % at 9.4 µM;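 active means every replicate shows inhibition above about 80%, whatever the replicate mean, limit read from the data; inconclusive means mean inhibition reaches the set limit but some replicate falls short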;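 further: 0% = DMSO neutral controls and 100% = 20 µM radicicol positive controls; yeast relying on Plasmodium falciparum Hsp90 in place of its own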
Mot1-301 SUMO: blocks SUMOylation pathway, rescuing yeast Mot1-301 growth; S. cerevisiae Mot1-301 growth rescue, ATP luminescence, 38.5C; percent above DMSO median, 100 means doubled; growth rescue, % at 18.8 µM; 320,000 compounds, 1% hits;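 active means every valid replicate shows activation above 250% relative to neutral control wells; inactive means the rest, any valid replicate at or below 250%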;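 further: OY570 slx delta 5 strain wells were the positive control but not used for scaling; some compounds called inactive have numbers as strong as hits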
RTF Ca sens act: cardiac RTF calcium sensitization. P19429+P45379. activation, % at 7.2 µM. 340,000 compounds, 0.24% hits. IANBD-labeled TnC RTF fluorescence at EC20 calcium; 0% EC20 calcium, 100% full calcium;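 active means activation above the mean over all tested compounds plus 3 SD, cut at about 30% in these data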;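 further: rise in fluorescence read as greater calcium sensitivity of cardiac thin filaments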
NSD2 inh: blocks human histone methyltransferase NSD2 | NSD2 peptide methylation, AlphaScreen, 120 min | inhibition, % at 12.5 µM | 310,000 compounds, 0.54% hits | AID 743445; in the data active means inhibition above about 50%
Rtt109 Vps75: blocks Candida albicans Rtt109/Vps75 acetyltransferase activity; purified Rtt109/Vps75, ThioGlo CoA-SH fluorescence, 4 h; inhibition, % at 34.9 µM; 330,000 compounds, 0.16% hits; AID 540336;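 active means inhibition of at least 50% in every replicate; inconclusive means best replicate reaches 50% inhibition but some replicates fall short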
Target sequence (Q5AAJ8 whole entry, looked up): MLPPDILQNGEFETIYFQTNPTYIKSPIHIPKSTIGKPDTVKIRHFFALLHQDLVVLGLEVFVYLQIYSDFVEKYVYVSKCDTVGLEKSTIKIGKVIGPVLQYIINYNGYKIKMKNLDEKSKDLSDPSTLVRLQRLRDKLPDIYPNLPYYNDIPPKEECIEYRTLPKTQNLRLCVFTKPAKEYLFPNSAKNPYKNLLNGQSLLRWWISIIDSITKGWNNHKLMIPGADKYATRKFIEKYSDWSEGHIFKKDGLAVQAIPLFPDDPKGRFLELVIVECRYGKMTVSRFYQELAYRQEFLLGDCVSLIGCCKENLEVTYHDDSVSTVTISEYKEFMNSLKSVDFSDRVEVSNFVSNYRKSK
CDK5 inh: blocks human CDK5/p35 kinase activity; Q00535+Q15078; Recombinant CDK5/p35, ADP-Glo luminescence, 60 min; inhibition, % at 10 µM; 330,000 compounds, 0.01% hits; AID 488839;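 active means highest replicate inhibition of at least 50% and at least 75% of replicates reaching 50%; inconclusive means only one of the two criteria met; inactive means both criteria failed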;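 further: plate controls were DMSO neutral control for no effect and GW8510 at 10 µM for full effect; many of its hits are not listed in these tables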
Keap1 Nrf2 FP: inhibitors of human Keap1-Nrf2 protein-protein interaction; Q14145; Keap1 Kelch-Nrf2 peptide fluorescence polarization, 1536-well; inhibition, % at 9.4 µM; 340,000 compounds, 0.15% hits; AID 504523; in the data active means inhibition above about 12%; inconclusive means no clear call, values can overlap the other calls; inactive means below about 7.3%;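 further: human Keap1 Kelch domain with fluorescein labeled Nrf2 9mer peptide probe; 0% = neutral control wells and 100% = peptide positive control; higher means more block of Keap1 binding to Nrf2 peptide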
dFosB activator: activators of mouse delta FosB homodimer. P13346. purified delta FosB, TAMRA-CDK5 oligo fluorescence polarization; percent of positive-control signal above neutral wells. activation, % at 25 µM. 340,000 compounds, 0.99% hits. AID 493131;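 active means mean activation above about 17%, with every replicate also reaching it, limit read from the data, passing the limit was not always enough; inconclusive means only one of the two conditions met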;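 further: fluorescence polarization rise as delta FosB binds a TAMRA Cdk5 AP-1 oligo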
Target sequence (P13346 whole entry, looked up): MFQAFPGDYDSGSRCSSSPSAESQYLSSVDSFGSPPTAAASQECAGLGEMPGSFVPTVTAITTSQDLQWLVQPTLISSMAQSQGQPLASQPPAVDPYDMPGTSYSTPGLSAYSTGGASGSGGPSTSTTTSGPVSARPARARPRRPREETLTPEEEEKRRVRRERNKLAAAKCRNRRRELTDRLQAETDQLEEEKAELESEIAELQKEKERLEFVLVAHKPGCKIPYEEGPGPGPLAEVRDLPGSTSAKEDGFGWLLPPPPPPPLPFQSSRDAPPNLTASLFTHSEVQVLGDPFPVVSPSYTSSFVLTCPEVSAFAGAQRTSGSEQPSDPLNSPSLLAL
C-LANA FP: KSHV C-LANA DNA binding inhibition | 340,000 compounds, 0.078% hits | MBP-C-LANA/FAM-LBS DNA binding, fluorescence polarization | inhibition, % at 9 µM;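 active means highest replicate inhibition at or above 60% at 9 µM, even if other replicates fall short; inactive means all replicates below 60% inhibition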;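 further: 0% = neutral control wells and 100% = 4 µM acridine orange control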
PvdQ acylase: P. aeruginosa PvdQ acylase inhibition; inhibition, % at 10 µM; 340,000 compounds, 0.063% hits; purified PvdQ acylase, fluorescence plate reader; AID 488965; in the data active means inhibition above about 30%, passing the limit was not always enough; inconclusive means no clear call, values can overlap the other calls;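 further: 0% = vehicle neutral wells and 100% = reference inhibitor wells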
Numbers without * were called inactive; ? = inconclusive; . = no result given.

SMILES | RTF Ca sens inh | PfHsp90 yeast 2 | Mot1-301 SUMO | RTF Ca sens act | NSD2 inh | Rtt109 Vps75 | CDK5 inh | Keap1 Nrf2 FP | dFosB activator | C-LANA FP | PvdQ acylase
Nc1nc2ccccc2n1/N=C/c1ccc(-c2ccccc2)o1 | 4 | 12 | 75 | -1 | 0 | 2 | -1.3 | -2 | 1 | -0.4 | 1
CCCC(C)C(=O)NCc1ccccc1OC (stereo not given) | -12 | 59 | -9 | -1 | 1 | 2 | 1.2 | -2 | 4 | -0.5 | -19
CCOC(=O)CSc1nc(C)cc(Oc2ccc(=O)n(C)n2)n1 | -14 | -18 | -24 | 1 | . | 5 | 3.8 | 5 | 0 | 0.0 | 3
COc1ccc(NC(=S)NC(=O)c2ccccc2)cn1 | -11 | 3 | . | -4 | 1 | 4 | 0.8 | 0 | -6 | 2.2 | -8
CC(=O)NCCc1cc2ccc(C)c(C)c2[nH]c1=O | -10 | -15 | -11 | 8 | . | 2 | -1.9 | -1 | -6 | -0.4 | -10
Cc1ccc(S(=O)(=O)N2CCOCC2)cc1NC(=O)CSc1nc2ccccc2c(=O)n1Cc1ccccc1 | -21 | -2 | 301 | -1 | 7 | 16 | 1.6 | -2 | 0 | 0.1 | 0
CCSC1=N/C(=C\c2ccc3c(c2)OCO3)C(=O)S1 | -2 | 6 | 89 | 3 | 0 | 3 | -2.2 | ? | 0 | 9.7 | 8
COc1ccc(Cl)cc1C(=O)NNC(=O)c1[nH]c(C)c(C(C)=O)c1C | -2 | -15 | 12 | 3 | -2 | -22 | -1.7 | -4 | -7 | -2.3 | -10
CCc1nnc(NS(=O)(=O)c2ccc(Nc3ccc([N+](=O)[O-])c4nonc34)cc2)s1 | -5 | 23 | 183 | -1 | 16 | 19 | 1.2 | -15 | -5 | 1.3 | -4
CCc1c(C)nc2ncnn2c1N1CCC(C(=O)NCc2cccc(OC)c2)CC1 | -8 | -1 | . | 7 | 0 | -6 | -0.6 | -1 | -2 | -1.4 | -3
O=S(=O)(CCc1nc2ccccc2o1)c1ccc(Cl)cc1 | -9 | -11 | -3 | -1 | 4 | 0 | 1.3 | 1 | 5 | -0.4 | -11
NC(=O)CC(NC(=O)Cc1ccc(Br)cc1)c1ccc(NCCc2ccccc2F)c([N+](=O)[O-])c1 (stereo not given) | -2 | 2 | 6 | 10 | . | -5 | -0.3 | -2 | -2 | -0.3 | -4
CCOc1ccc(NC(=O)CN(C)C(=O)c2cc(C)on2)cc1OCC | -9 | 15 | . | -3 | 2 | -1 | 4.0 | 0 | -2 | -0.6 | -15
O=C(Nc1cnc2sccn2c1=O)c1ccccc1Cl | -5 | 6 | -3 | -3 | -1 | -7 | 3.9 | 0 | -4 | 0.7 | -1
Cc1c(OC(C(=O)O)c2ccccc2)ccc2c3c(c(=O)oc12)CCC3 (stereo not given) | -12 | 10 | . | -6 | -1 | -2 | -1.4 | -5 | -14 | 1.2 | -13
Cc1cc(N2CCCC2)c(C)cc1C=O | -7 | 13 | 0 | 4 | 5 | -1 | -0.3 | 1 | 3 | 1.1 | -5
CCn1ccc(C(=O)Nc2ccc3c(c2)CCC3)n1 | -8 | -27 | 14 | 4 | 0 | 1 | -2.4 | -3 | 2 | 0.2 | -5
O=C(COc1coc(CN2CCCc3ccccc32)cc1=O)Nc1ccc([N+](=O)[O-])cc1 | -2 | -1 | 2 | 15 | 3 | -4 | 0.9 | 0 | 28* | -0.5 | 10
COC(=O)c1cn(NC(=O)c2ccc(OC)c([N+](=O)[O-])c2)c(=O)c2ccccc12 | -7 | . | -19 | 1 | -1 | 10 | -0.4 | -4 | 2 | 0.1 | 2
CC(C)(C)NC(=O)NC(=O)COC(=O)COc1ccc(Cl)cc1Cl | 0 | 8 | 3 | -1 | 0 | -35 | -0.5 | 0 | -6 | 0.4 | -14
O=C(c1ccccc1)N1CCCCC(Sc2nnc3ccccn23)C1=O (stereo not given) | -9 | 2 | 38 | 3 | 2 | . | 2.9 | -3 | 0 | 1.0 | -11
COc1ccccc1-c1coc2c(CN3CCN(C)CC3)c(O)ccc2c1=O | 2 | 4 | 4 | -4 | 3 | -103 | 2.8 | 1 | 3 | 0.3 | -6
CCOC(=O)C(=O)N(CC)C1CCS(=O)(=O)C1 (stereo not given) | -5 | 5 | 4 | -2 | -3 | 1 | 1.7 | 0 | -5 | -2.2 | 1
COc1ccc(NC(=O)CSc2nnc(C)n2C2CCCCC2)cc1 | -5 | -22 | -13 | -10 | 1 | 10 | -0.1 | -1 | 0 | 0.0 | 2
O=C(CSc1ncc(-c2ccccc2)n1C1CCCC1)N1CCc2ccccc21 | 6 | 0 | 0 | -3 | . | 0 | -1.1 | 1 | -3 | 1.0 | 1

Other compounds
SMILES | RTF Ca sens inh | PfHsp90 yeast 2 | Mot1-301 SUMO | RTF Ca sens act | NSD2 inh | Rtt109 Vps75 | CDK5 inh | Keap1 Nrf2 FP | dFosB activator | C-LANA FP | PvdQ acylase
Cc1[nH]c2ccccc2c1/C=N\NC(=O)CNc1ccc2c(c1)OCO2 | -4 | -9 | 11 | -4 | 3 | 8 | 0.1 | 0 | -5 | -1.5 | -11
COc1ccc(C2C(C(=O)NCc3ccccn3)c3cc(OC)c(OC)cc3C(=O)N2C)cc1 (stereo not given) | -2 | -2 | -33 | 8 | . | 4 | -0.2 | -4 | 0 | 1.3 | 8
Cc1cccc(NS(=O)(=O)c2ccc3c(c2)NC(=O)CC(=O)N3)c1 | -7 | 28 | . | 6 | 3 | . | 0.4 | -1 | -6 | 1.1 | 3
O=C(CN1CCN(C2CCCCC2)CC1)c1c[nH]c2ccccc12 | -11 | 16 | 0 | 11 | -1 | 11 | -1.4 | -2 | 1 | -3.3 | 1
Cc1ccc(SSc2cc(C)ccc2N)c(N)c1 | -2 | 18 | 6 | -5 | . | 1 | -2.2 | -7 | 1 | -2.4 | 10
O=C(Nc1ccc(N2CCN(C(=O)c3cccs3)CC2)cc1)c1cccc(F)c1 | -9 | 16 | 9 | -8 | 2 | -1 | -0.8 | 0 | -14 | 1.3 | 10
Cc1cc(C)cc(N(CC(=O)NC2CCCCC2)C(=O)CNC(=O)c2ccco2)c1 | -9 | -4 | -11 | -1 | 0 | 5 | -0.3 | 1 | 2 | -0.1 | -6
COc1ccccc1N(CN1CCCC1=O)C(=O)c1c(F)cccc1Cl | -4 | . | -24 | 0 | -1 | . | 0.3 | -3 | -3 | 0.2 | 7
CCOc1cc(NC(=O)c2ccccn2)c(OCC)cc1NC(=O)c1ccc(Cl)cc1 | -2 | -22 | -16 | -2 | 1 | 2 | -0.9 | 0 | 5 | -0.2 | -15
CCCN1C(=O)/C(=N\OCC(=O)NC23CC4CC(CC(C4)C2)C3)c2ccccc21 | -12 | 4 | -12 | -2 | 3 | 2 | -0.8 | 0 | -3 | -0.3 | -10
Cc1ccc(-c2nn(C)c(=O)c3ccccc23)cc1CNC(=O)CN1CCOCC1 | 4 | 6 | 3 | 2 | -9 | 8 | 0.3 | -6 | 0 | -5.3 | 1
Cc1ccc(C)c(C(C)NC(=O)Cc2cccs2)c1 (stereo not given) | -8 | -17 | -8 | -1 | -6 | 2 | 1.7 | -3 | -4 | -1.5 | -17
O=C1N(Cc2cccc(Cl)c2)C[C@@H]2C[C@@H](c3cccc4ncccc34)N3CCC[C@@]123 | 4 | 11 | . | 2 | 34 | -4 | -1.4 | -6 | -1 | 0.5 | -8
COc1ccc(NS(=O)(=O)c2cc(NC(=O)c3cccs3)ccc2N2CCOCC2)cc1 | 0 | 4 | -4 | 3 | 0 | 8 | 1.5 | -5 | -7 | -0.3 | -5
CCCCS(=O)Cc1ccccc1 (stereo not given) | -4 | 7 | -4 | 7 | -1 | -4 | 2.5 | -2 | -2 | -0.6 | -18
CCN1CCN(c2cc(C)c3cc(NC(=S)NCCCOC)ccc3n2)CC1 | -11 | 0 | 8 | 1 | 13 | -1 | 0.5 | -1 | -11 | 0.4 | -10
COc1ccccc1CNC(=O)C1CCC1 | 0 | 3 | 5 | -2 | -5 | 3 | 0.1 | -2 | 5 | -0.5 | 0
CC(C)(C)N1CC(C(=O)Nc2ccc(S(=O)(=O)N3CCCCC3)cc2)CC1=O (stereo not given) | -17 | . | -15 | -6 | 4 | 12 | 0.1 | 0 | -1 | 0.3 | 2
Cc1ccc(NC(=O)COc2coc(CN3CCN(c4ccccc4)CC3)cc2=O)cc1 | 8 | -3 | 3 | 0 | 2 | 2 | -0.4 | -5 | -7 | 0.2 | -17
NS(=O)(=O)c1ccc(CCNc2ccccc2[N+](=O)[O-])cc1 | 4 | 1 | 1 | 1 | 4 | 0 | 0.6 | -4 | -4 | -1.2 | -6
CN(C(=O)c1ccc2c(=O)n3c(nc2c1)CCCCC3)c1ccccc1F | 0 | -13 | 5 | 3 | -1 | 7 | 1.2 | -5 | 4 | 1.6 | 7

Arranged by formula weight (descending): six of the compounds above
SMILES | RTF Ca sens inh | PfHsp90 yeast 2 | Mot1-301 SUMO | RTF Ca sens act | NSD2 inh | Rtt109 Vps75 | CDK5 inh | Keap1 Nrf2 FP | dFosB activator | C-LANA FP | PvdQ acylase
Cc1ccc(NC(=O)COc2coc(CN3CCN(c4ccccc4)CC3)cc2=O)cc1 | 8 | -3 | 3 | 0 | 2 | 2 | -0.4 | -5 | -7 | 0.2 | -17
O=C1N(Cc2cccc(Cl)c2)C[C@@H]2C[C@@H](c3cccc4ncccc34)N3CCC[C@@]123 | 4 | 11 | . | 2 | 34 | -4 | -1.4 | -6 | -1 | 0.5 | -8
CCN1CCN(c2cc(C)c3cc(NC(=S)NCCCOC)ccc3n2)CC1 | -11 | 0 | 8 | 1 | 13 | -1 | 0.5 | -1 | -11 | 0.4 | -10
CCCN1C(=O)/C(=N\OCC(=O)NC23CC4CC(CC(C4)C2)C3)c2ccccc21 | -12 | 4 | -12 | -2 | 3 | 2 | -0.8 | 0 | -3 | -0.3 | -10
COc1ccccc1N(CN1CCCC1=O)C(=O)c1c(F)cccc1Cl | -4 | . | -24 | 0 | -1 | . | 0.3 | -3 | -3 | 0.2 | 7
Cc1[nH]c2ccccc2c1/C=N\NC(=O)CNc1ccc2c(c1)OCO2 | -4 | -9 | 11 | -4 | 3 | 8 | 0.1 | 0 | -5 | -1.5 | -11
